Source: PubChem BioAssay (National Center for Advancing Translational Sciences (NCATS))
GLS inhibitor: blocks human kidney-isoform glutaminase activity; GLS enzymatic activity, qHTS titration; Potency, µM (doses to about 45.5 µM), for inactives: at the top dose activity change, negative = inhibition, most hits filed as inhibitors; O94925; 410,000 compounds, 0.21% hits; also: potency is read from the fitted curve at half-maximal effect; % is scaled to controls: 0 for no effect and ±100 for the full control effect
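hKGA in 45 mM KH2PO4 pH 8.2, 0.02% Tween-20 with pin-transferred compounds; 1 mM L-glutamine (stock) plus glutamate oxidase/HRP/Amplex Red coupling added. Fluorescence read initially and after 30 min at RT.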
Pin1 inh: blocks the human prolyl isomerase Pin1 | Q13526 | Pin1 FP peptide displacement, HiFluor488, 10 min | Potency, µM (titrated, usually from 115 µM), for inactives: at the highest dose activity, negative = inhibition, hits mostly inhibitors | 390,000 compounds, 0.009% hits | AID 504891; active = well fitted inhibition curve with a large enough effect in the polarisation, with a control signal flat, not every such curve was filed as active; inconclusive = small, poorly fitted or top-dose-only effect, or effect the other way, or a change in a side signal; inactive = no such curve, though single readings can be large or run the other way; the % refers to the polarisation; also: potency is read from the fitted curve at half-maximal effect; % is scaled to controls: 0 for no effect and ±100 for the full control effect
Target sequence (Q13526 whole entry, looked up): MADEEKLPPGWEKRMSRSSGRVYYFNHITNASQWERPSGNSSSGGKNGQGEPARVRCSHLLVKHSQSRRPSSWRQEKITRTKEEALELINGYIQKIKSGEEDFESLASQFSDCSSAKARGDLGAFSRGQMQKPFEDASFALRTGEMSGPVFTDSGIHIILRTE
mIDH1 inhibitor: blocks human mutant IDH1 R132H enzyme; O75874; IDH1-R132H enzyme, NADPH consumption, diaphorase/resazurin fluorescence; Potency, µM (series often up to 76.6 µM), inactives show at the top dose activity change, negative = inhibition, hits mostly inhibitors; 390,000 compounds, 0.093% hits; AID 602179; also: potency is read from the fitted curve at half-maximal effect; % is scaled to controls: 0 for no effect and ±100 for the full control effect; nearly all actives have a fitted effect of over 65% in size
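IDH1-R132H (0.5 ug/mL dispensed) in pH 7.5 Tris buffer was preincubated 30 min with compound, then given a substrate mix of 0.016 mM NADPH and 2 mM alpha-KG for 80 min at room temperature; remaining NADPH was read by diaphorase/resazurin fluorescence.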
USP1-UAF1 inh: inhibitors of human USP1/UAF1 deubiquitinase | O94782 | recombinant USP1/UAF1, Ub-Rhodamine cleavage fluorescence | Potency, µM (doses to about 57.1 µM), without a hit: at the top dose activity change, negative = inhibition, hits mostly inhibitors | 390,000 compounds, 0.23% hits; also: potency is read from the fitted curve at half-maximal effect; % is scaled to controls: 0 for no effect and ±100 for the full control effect; nearly all actives have a fitted effect of over 60% in size; inactives centre near -12
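USP1/UAF1 complex at 1 nM was preincubated with compound for 15 min at room temperature, then Ub-Rho substrate (150nM final) was added. Fluorescence (480/540 nm) was read kinetically, 6 reads every 60 seconds.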
PI4K2A block: blocks human PI4K2A kinase activity | purified PI4K2A, ADP-Glo luminescence, 1 h; stronger effect = lower value | activity change, negative = inhibition, % at 76.9 µM | 420,000 compounds, 0.13% hits | AID 1346378; in the data active = activity change below about -50%; inconclusive = mostly about -30% to -49%;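 also: -100% = wells without enzyme as full effect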
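ADP-Glo luminescence measured ADP generated by PI4K2A enzyme (4 ug/mL before mixing) with 1.2 mM PI substrate (pre-mix) and 300 microM ATP (pre-mix). Tris pH7.5 buffer with MgCl2, Triton X-100; 1 h reaction at ambient temperature.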
TrxR1 substrate: substrates of rat thioredoxin reductase 1; AID 588456; O89049; Potency, µM (top dose mostly 114 µM), inactives show at the highest dose activity change, negative = substrate turnover; purified TrxR1 substrate turnover, NADPH consumption readout; 390,000 compounds, 0.01% hits; also: potency is read from the fitted curve at half-maximal effect; % is scaled to controls: 0 for no effect and ±100 for the full control effect; nearly all actives have a fitted effect of over 50% in size
Target sequence (O89049 whole entry, looked up): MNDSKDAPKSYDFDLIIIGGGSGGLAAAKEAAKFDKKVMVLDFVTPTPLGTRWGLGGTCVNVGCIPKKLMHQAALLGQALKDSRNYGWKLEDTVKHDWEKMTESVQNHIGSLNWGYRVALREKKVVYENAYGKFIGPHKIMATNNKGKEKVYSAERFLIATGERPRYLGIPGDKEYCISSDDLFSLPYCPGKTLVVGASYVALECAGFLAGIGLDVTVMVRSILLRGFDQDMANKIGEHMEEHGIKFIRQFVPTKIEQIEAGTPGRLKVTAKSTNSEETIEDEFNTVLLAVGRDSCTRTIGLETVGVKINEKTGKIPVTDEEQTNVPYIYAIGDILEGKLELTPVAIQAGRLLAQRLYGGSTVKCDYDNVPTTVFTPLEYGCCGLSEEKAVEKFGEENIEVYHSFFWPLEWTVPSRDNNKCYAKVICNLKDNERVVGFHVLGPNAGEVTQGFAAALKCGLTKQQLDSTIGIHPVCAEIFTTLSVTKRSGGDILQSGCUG
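Rat TrxR1, dispensed at 90 nM, was prereduced with 400 uM NADPH (final) for 5 min at ~22 deg C, then incubated with compound 15 min before 400 uM selenite. A first-read NADPH fluorescence drop versus no-compound background flagged substrates.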
TrxR1 inh: rat TrxR1 inhibition; AID 588453; 390,000 compounds, 1% hits; Potency, µM (titrated, usually from 114 µM), for the others: top-dose activity change, negative = inhibition, hits mostly inhibitors; recombinant rTrxR1, NADPH fluorescence consumption, selenite substrate; also: potency is read from the fitted curve at half-maximal effect; % is scaled to controls: 0 for no effect and ±100 for the full control effect; nearly all actives have a fitted effect of over 65% in size
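Rat TrxR1 (90 nM in the dispensed reagent) was pre-reduced with 400 uM NADPH for 5 min at room temperature, then incubated with compound for 15 min. After 400 uM selenite was added, NADPH fluorescence (Ex 340/Em 450 nm) was followed for 8 min.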
HP1b binding inh: inhibitors of HP1-beta chromodomain binding to methylated histone tails; P83916; AlphaScreen HP1-beta / biotin-H3K9me3 peptide binding; Potency, µM (doses to about 114 µM), inactives show at the top dose activity change, negative = inhibition, actives largely listed as inhibitors; 390,000 compounds, 0.56% hits; also: potency is read from the fitted curve at half-maximal effect; nearly all actives have a fitted effect of over 70% in size; inactives centre near 23
Target sequence (P83916 whole entry, looked up): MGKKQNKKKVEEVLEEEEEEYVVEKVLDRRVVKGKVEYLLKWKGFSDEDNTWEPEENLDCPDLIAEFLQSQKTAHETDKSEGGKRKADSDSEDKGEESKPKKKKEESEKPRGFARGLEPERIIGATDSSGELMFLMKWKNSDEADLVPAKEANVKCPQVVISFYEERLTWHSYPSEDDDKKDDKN
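HP1-beta protein (50 nM final) preincubated 30 min at room temperature with biotinylated H3(1-18)K9me3 peptide (50 nM) in PBS pH 7.4, 0.01% Tween-20, then compound added for 30 min. AlphaScreen streptavidin donor/nickel chelate acceptor beads (10 ug/mL final), 30 min dark, luminescence read.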
PGK inhibitor: blocks T. brucei phosphoglycerate kinase; P07378; PGK/GAPDH coupled, Kinase-Glo luminescence, 60 min; Potency, µM (titrated, usually from 57.5 µM), without a hit: at the top dose activity change, negative = inhibition, hits mostly inhibitors; 380,000 compounds, 0.043% hits; also: potency is read from the fitted curve at half-maximal effect; % is scaled to controls: 0 for no effect and ±100 for the full control effect; nearly all actives have a fitted effect of over 60% in size
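Luminescent ATP detection (Kinase-Glo Plus) follows a 60-minute room-temperature incubation, with wells lacking PGK as controls. Buffer: 100 mM TEA (pH 7.6), 5 mM MgCl2, 0.01% Tween-20. Coupling enzyme GAPDH (100 nM final) supplies unstable 1,3-BPG in-well.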
Active calls of the source: *; i = inactive; ? = inconclusive; nt = not tested or not shown; [ ] = remark or other dose. Unless noted, calls follow the shape of the dose curve; as a rule, active = well fitted curve in the direction sought with a large enough effect; inconclusive = small, poorly fitted or top-dose-only effect, or another doubt; inactive = no such curve, though single readings can be large; an effect the other way counts as inactive or inconclusive. Not all compounds are listed. The share of hits here may be higher or lower than overall.

GLS inhibitor | Compound | Pin1 inh | mIDH1 inhibitor | USP1-UAF1 inh | PI4K2A block | TrxR1 substrate | TrxR1 inh | HP1b binding inh | PGK inhibitor
1% | COC(=O)CSc1nc(NC(C)C)nc(N2CCOCC2)n1 | -6% | 3% | -9% | 8 | 6%[57.1 µM] | 5%[57.1 µM] | 36% | i
11% | CCOc1ccc(NC(=O)C2CCC(CNc3c(N4CCOCC4)c(=O)c3=O)CC2)cc1 (centres undefined) | 0% | 2% | -20% | 2 | -2% | 22% | 24% | -9%
2% | Cc1cccc(C)c1NC(=O)c1sc(N)nc1-c1ccccc1 | -4% | 10% | -23% | -4 | -1% | 8% | 61%[activator] | i
23% | Cc1ccc2c(c1)c1c(n2CC(O)CN2CCCCCC2)CCCC1 (centres undefined) | -5% | -3% | -15% | 10 | 8% | 16% | ? | 4%
-22% | CC(C)C(NC(=O)C1CCC(C(C)(C)C)CC1)C(=O)NCCc1ccc(S(N)(=O)=O)cc1 (centres undefined) | -5% | -2% | -24% | -1 | 0% | 16% | 33% | nt
-19% | Cc1cccc(-n2nnc(C(=O)NCc3ccccc3)c2N)c1 | 0% | 3% | -13% | 3 | 7%[57.1 µM] | 17%[57.1 µM] | 26% | 0%
-2% | COc1ccc(CCC(=O)NCc2cn3ccc(C)cc3n2)cc1 | 1% | 14% | -19% | 1 | 9%[57.1 µM] | 11%[57.1 µM] | 59%[activator] | i
-4% | O=C(NCCc1cccc(F)c1)C1CCN(S(=O)(=O)c2ccccc2)CC1 | 1% | -5% | -10% | 1 | -6% | 8% | 42%[activator] | nt
-2% | CN(C)c1nc(Nc2ccc(Cl)cc2)nc(OCC#N)n1 | -4% | 2% | -12% | 0 | -13% | -14% | 38% | -1%
10% | COc1ccc(Nc2nc(N(C)c3ccccc3)nc(N)c2[N+](=O)[O-])cc1 | -3% | 11% | -20% | 0 | -8% | -8% | 5%[57 µM] | i
-1% | S=C1SCCCN1Cc1ccc(Cl)cc1 | nt | 0% | -13% | 9 | nt | nt | nt | -6%
4% | COc1cccc(N2CCN(c3ccc4nnc(CCC(=O)Nc5ccc(F)cc5)n4n3)CC2)c1 | -1% | 4% | -8% | -4 | 6% | 26% | 14% | -8%
-5% | C=CCn1cc(C(=O)OC)c(=O)c2cc(S(=O)(=O)N(CC)CC)ccc21 | -9% | 0% | -3% | -2 | -12% | -28% | 15% | -9%
? | CS(=O)(=O)Nc1cccc(C(=O)OCCCOc2ccc(F)cc2)c1 | 1% | 1% | -25% | 4 | -4% | 6% | 45%[activator] | 8%
1% | CNC(=O)C12N=CNN=C1N(C)C(=O)N2C (centres undefined) | -1% | 4% | -19% | -2 | 6%[57.1 µM] | 19%[57.1 µM] | 24% | -10%
10% | FC(F)(F)c1nc2ccccc2n2c(-c3ccc(Cl)cc3Cl)nnc12 | 5% | 1% | 4% | -2 | 12%[57.1 µM] | -3%[57.1 µM] | 23% | -1%
? | CC(C)(C)c1cc(CCC(=O)NN)cc(C(C)(C)C)c1O | 0% | 15% | -17% | -8 | 4%[57.1 µM] | 3%[57.1 µM] | 12% | -3%
24% | COc1cc(/C=C/C(=O)N2CCN(c3n[nH]c(=O)[nH]c3=O)CC2)cc(OC)c1OC | 2% | 16% | ? | -3 | 8%[57.1 µM] | 6%[57.1 µM] | 28% | -9%
11% | Cc1cc(OCCCCCn2ccnc2)cc(C)c1Cl | 0% | 13% | -22% | 1 | -5% | -13% | 4% | i
-2% | CCCc1cc(=O)[nH]c(SCCOc2ccc(Cl)cc2)n1 | -6% | 26% | -3% | 7 | -4% | 16% | 32%[activator] | nt
4% | Cc1ccc(CCNC(=O)C2CCCN(S(=O)(=O)c3cnc[nH]3)C2)cc1 (centres undefined) | -8% | -3% | -5% | 6 | 2% | 14% | 54%[activator] | 7%
-7% | COC(=O)CCCC1=CC2=CC(=O)C(C)(OC(=O)c3cccs3)C(=O)C2=CN1C1CC1 (centres undefined) | -15% | 3%[38.3 µM] | ? | -13 | -14% | -22% | 31% | i
-1% | O=C(Nc1ccc(Cl)cc1)c1cc(-c2cccs2)on1 | 1% | -4% | -7% | 6 | -14% | -30% | 24% | 5%
0% | CCN(CC)CCN(C(=O)c1ccccc1OC)c1nc2ccc(F)cc2s1 | -3% | 4% | -14% | 3 | -4% | -8% | 5% | -8%
-23% | O=C(COC(=O)COc1ccc2ccccc2c1)NC1CCCc2ccccc21 (centres undefined) | 8% | 4% | -8% | 3 | -1%[57.1 µM] | 9%[57.1 µM] | 40%[activator] | 1%
-3% | O=C(CCN1C(=O)/C(=C/c2ccc(F)cc2)SC1=S)NCCCn1ccnc1 | 1% | 2% | -22% | 0 | 5% | 21% | 35% | -10%
1% | C/C(=N\Nc1ccc([N+](=O)[O-])cc1[N+](=O)[O-])c1ccc(-n2nncc2C(C)(C)C)cc1 | 2% | 4% | -7% | 4 | -8% | -15% | ? | -8%
-10% | COc1cccc(NC(=O)CSc2nc(-c3ccccc3)nc3c2Cc2cc(Cl)ccc2O3)c1 | -7% | 31%[activator] | -25% | 1 | 0% | 20% | 17% | -7%
20% | CNC(=S)NNC(=O)c1sccc1C | -10% | 1% | -18% | -8 | 0% | 2% | 40%[activator] | -2%
5% | CC(=O)Oc1ccccc1N1C(=O)c2ccc(C(=O)O)cc2C1=O | 26% | 11% | -23% | -3 | 0% | -9% | 13% | -2%
-1% | O=C(CNS(=O)(=O)c1cccc2nsnc12)NC1CCCCC1 | -4% | 0% | -11% | 1 | 21%[57.1 µM] | 6%[57.1 µM] | 21% | i
4% | N#Cc1ccc(Cl)cc1NC(=O)CNc1cccc(S(=O)(=O)N2CCCC2)c1 | -3% | -7% | -12% | 3 | 0% | 0% | 40%[activator] | 10%
2% | Cc1c(N/C(=N/S(=O)(=O)c2cc([N+](=O)[O-])ccc2Cl)c2ccccc2)c(=O)n(-c2ccccc2)n1C | -12% | -3% | 2% | 0 | -5% | 17%[57.1 µM] | 7% | -1%
0% | CCOC(=O)C1(CCOC)CCN(C2C3CC4CC(C3)CC2C4)CC1 (centres undefined) | -1% | 2% | 3% | 8 | 3%[57.1 µM] | -4%[57.1 µM] | 29% | 7%
-19% | Cn1c(CCNS(=O)(=O)c2ccc(F)cc2)nnc1SCc1cccnc1 | -3% | -1% | -21% | 4 | -1%[57.1 µM] | 17%[57.1 µM] | 23% | -8%
16% | O=S(=O)(c1cccc(COc2ccc(Cl)cc2Cl)c1)N1CCOCC1 | 24% | 3% | -11% | -1 | -9% | -3% | 52%[activator] | 7%
2% | COc1cc(CNC(=O)c2ccc3c(c2)S(=O)(=O)c2ccccc2C3=O)cc(OC)c1 | 0% | -11% | -32% | 0 | 1%[57.1 µM] | -10%[57.1 µM] | 15% | 4%
-2% | c1ccc(N=NN2CCOCC2)cc1 | nt | 4% | -16% | -2 | nt | nt | nt | 9%

Sorted by formula weight (rising): nine of the compounds above.
GLS inhibitor | Compound | Pin1 inh | mIDH1 inhibitor | USP1-UAF1 inh | PI4K2A block | TrxR1 substrate | TrxR1 inh | HP1b binding inh | PGK inhibitor
-2% | c1ccc(N=NN2CCOCC2)cc1 | nt | 4% | -16% | -2 | nt | nt | nt | 9%
5% | CC(=O)Oc1ccccc1N1C(=O)c2ccc(C(=O)O)cc2C1=O | 26% | 11% | -23% | -3 | 0% | -9% | 13% | -2%
-1% | O=C(CNS(=O)(=O)c1cccc2nsnc12)NC1CCCCC1 | -4% | 0% | -11% | 1 | 21%[57.1 µM] | 6%[57.1 µM] | 21% | i
-23% | O=C(COC(=O)COc1ccc2ccccc2c1)NC1CCCc2ccccc21 (centres undefined) | 8% | 4% | -8% | 3 | -1%[57.1 µM] | 9%[57.1 µM] | 40%[activator] | 1%
0% | CCN(CC)CCN(C(=O)c1ccccc1OC)c1nc2ccc(F)cc2s1 | -3% | 4% | -14% | 3 | -4% | -8% | 5% | -8%
-19% | Cn1c(CCNS(=O)(=O)c2ccc(F)cc2)nnc1SCc1cccnc1 | -3% | -1% | -21% | 4 | -1%[57.1 µM] | 17%[57.1 µM] | 23% | -8%
1% | C/C(=N\Nc1ccc([N+](=O)[O-])cc1[N+](=O)[O-])c1ccc(-n2nncc2C(C)(C)C)cc1 | 2% | 4% | -7% | 4 | -8% | -15% | ? | -8%
2% | COc1cc(CNC(=O)c2ccc3c(c2)S(=O)(=O)c2ccccc2C3=O)cc(OC)c1 | 0% | -11% | -32% | 0 | 1%[57.1 µM] | -10%[57.1 µM] | 15% | 4%
-7% | COC(=O)CCCC1=CC2=CC(=O)C(C)(OC(=O)c3cccs3)C(=O)C2=CN1C1CC1 (centres undefined) | -15% | 3%[38.3 µM] | ? | -13 | -14% | -22% | 31% | i
